High-throughput results: PubChem, several laboratories
Fh CTSL1 inh – counter-screen for PFM18AAP inhibitors: inhibitors of F. hepatica cathepsin L1; recombinant F. hepatica cathepsin L1, Z-Leu-Arg-MCA fluorescence; inhibition, % at 5.96 µM; 300,000 tested, 0.49% active; AID 1906;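 active = inhibition above the mean of all tested compounds plus 3 SD, set per screening campaign, cut at about 17% in these data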;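 also: 0% = plate median of test compound wells and 100% = 1 µM Z-Phe-Ala-diazomethylketone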
LYPLA2 inh – counter-screen for PME1 inhibitors: inhibitors of human LYPLA2. AID 2177. O95372. 320,000 tested, 0.38% active. recombinant LYPLA2, FP-Rh probe fluorescence polarization. inhibition, % at 5.9 µM;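 active = inhibition above the screen-wide mean plus 3 SD, limit set per campaign, cut at about 26% in these data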;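 also: 0% = LYPLA2 with DMSO and 100% = wells lacking LYPLA2 enzyme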
GASC-1 inh – blocks human GASC-1 demethylase activity; inhibition, % at 2.35 µM; 330,000 tested, 0.069% active; GST-JMJD2C(1-420) H3K9me3 demethylation, DELFIA europium;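 active = more than half of a compound's replicate wells show inhibition beyond 50%, single wells judged on their own value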;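 also: signal counts dimethyl H3K9 product captured on neutravidin plate; 0% = median of DMSO wells and 100% = 0.3 times that DMSO median; strong numbers were not always called active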
Target sequence (Q9H3R0 1-420 limits assumed): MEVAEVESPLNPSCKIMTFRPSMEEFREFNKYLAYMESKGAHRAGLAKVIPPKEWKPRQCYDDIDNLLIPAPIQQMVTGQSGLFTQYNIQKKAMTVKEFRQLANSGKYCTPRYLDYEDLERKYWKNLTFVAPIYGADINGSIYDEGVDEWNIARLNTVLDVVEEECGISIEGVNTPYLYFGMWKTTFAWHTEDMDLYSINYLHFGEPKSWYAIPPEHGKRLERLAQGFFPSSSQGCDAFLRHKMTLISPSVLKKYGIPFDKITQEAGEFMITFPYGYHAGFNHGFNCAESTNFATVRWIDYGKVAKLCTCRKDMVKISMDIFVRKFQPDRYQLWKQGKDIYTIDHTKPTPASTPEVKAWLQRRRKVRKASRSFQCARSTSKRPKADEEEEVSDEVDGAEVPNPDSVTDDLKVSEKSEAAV
PP1 counter – counter-screen for PP5 inhibitors: inhibitors of human PP1-alpha. P62136. purified PP1alpha, OMFP fluorescence. inhibition, % at 6.7 µM. 320,000 tested, 0.9% active. AID 2235;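 active = inhibition above the mean inhibition of all tested compounds plus 3 SD, computed separately for each screening campaign, cut at about 15% in these data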
PREPL inhibitor – inhibits the human prolyl oligopeptidase-like enzyme. Q4J6C6. recombinant PREPL, fluorescence polarization activity-based probe. inhibition, % at 5.96 µM. 320,000 tested, 0.68% active; in the data active = inhibition above about 43%;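 also: 0% = enzyme with DMSO and 100% = wells lacking enzyme; many of its hits are not listed in these tables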
core dimer inh – HCV core protein dimerization inhibition. TR-FRET GST/Flag-core106 dimerization, 1536-well. inhibition, % at 5 µM. 300,000 tested, 0.33% active. AID 1899;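 active = inhibition above the mean of all tested compounds plus 3 SD, set per screening campaign, cut at about 45% in these data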
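Assay system: Tagged HCV core106 pair (GST and Flag) | Buffer or medium: KF-containing HEPES buffer, pH 7.45, DTT, CHAPS, BSA | Also added: Eu donor and XL665 acceptor anti-tag antibodies | Dosing: One concentration, 5 µM, in 0.5% DMSO | Timing: 4 h at 22.5 °C | Technique: TR-FRET 671 and 617 nm emission | Repeats: Singlicate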
PP5 inh – inhibitors of human protein phosphatase 5 (PP5) | purified PP5c, OMFP substrate fluorescence | inhibition, % at 6.7 µM | 320,000 tested, 0.18% active;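 active = inhibition above the campaign's mean inhibition across all tested compounds plus 3 SD, cut at about 9.5% in these data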;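 also: 0% = DMSO only and 100% = 100 µM cantharidin control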
Target sequence (P53041 whole entry, looked up): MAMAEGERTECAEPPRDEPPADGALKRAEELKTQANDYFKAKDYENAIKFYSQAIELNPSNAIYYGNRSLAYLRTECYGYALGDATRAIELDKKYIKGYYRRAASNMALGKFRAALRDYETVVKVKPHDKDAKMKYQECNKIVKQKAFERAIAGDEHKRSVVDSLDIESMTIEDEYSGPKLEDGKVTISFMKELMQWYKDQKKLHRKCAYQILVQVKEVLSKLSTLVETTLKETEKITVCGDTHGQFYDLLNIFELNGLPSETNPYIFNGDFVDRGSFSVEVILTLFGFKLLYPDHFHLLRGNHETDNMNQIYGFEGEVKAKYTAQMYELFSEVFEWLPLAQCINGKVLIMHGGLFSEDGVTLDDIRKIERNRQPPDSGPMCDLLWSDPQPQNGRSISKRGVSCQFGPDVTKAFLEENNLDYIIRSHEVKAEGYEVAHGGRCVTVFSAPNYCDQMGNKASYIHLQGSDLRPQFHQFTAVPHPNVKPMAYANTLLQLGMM
TPT1 inhibitor – blocks Candida albicans tRNA 2'-phosphotransferase | inhibition, % at 5 µM | AID 1962 | 300,000 tested, 0.81% active | recombinant caTPT1, FP RNA substrate dephosphorylation;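 active = inhibition above the mean of all tested compounds plus 3 SD, set per screening campaign, cut at about 24% in these data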;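 also: plate controls were DMSO alone for no effect and ferristatin control at 100 nM for full effect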
Efflux pump inh – blocks antifungal efflux pumps in multiplex yeast assay. S. cerevisiae Candida pump triplex, Nile Red efflux. inhibition, % at 10 µM. 330,000 tested, 0.44% active. AID 485275;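 active = plate passing quality check with inhibition over a set limit, or well fluorescence over plate mean plus 4 SD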;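 also: Nile Red retained in pooled yeast measured as flow cytometry median fluorescence; 0% = buffer negative control and 100% = Enniatin B positive control; higher means more Nile Red kept so more efflux inhibition; some compounds called inactive have numbers as strong as hits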
* = called active by the depositor; / = no result given; & = joins results of further samples. Some of the compounds tested (hit frequency here may not be typical).

SMILES	Fh CTSL1 inh	LYPLA2 inh	GASC-1 inh	PP1 counter	PREPL inhibitor	core dimer inh	PP5 inh	TPT1 inhibitor	Efflux pump inh
Cc1nn(-c2nc3ccccc3[nH]2)c(=O)c2ccccc12	2	-12	90	0	9	-1	3.7	2	-0.2
COc1ccc(/C=C2/C(=O)N(c3nc4ccccc4s3)N=C2CSc2ccc(Cl)cc2)cc1	1	-6	21	31*	1	-16	-1.1	2	-0.1
CCC(=O)Nc1nc2nc(-c3ccccc3)cc(-c3ccccc3)n2n1	0	-4	3	-1	10	9	0.1	-2	0.0
O=[N+]([O-])c1ccc(N2CCN(C(=S)c3cccc([N+](=O)[O-])c3)CC2)cc1	1	4	17	0	19	-2	3.7	0	-0.1
Cc1nc(SC(C)C(=O)NC2CCCC2)c2ccccc2n1 (configuration not stated)	/	0	-6	-3	3	/	2.3	/	0.2
O=S(=O)(NCC(c1cccnc1)N1CCN(Cc2ccccc2)CC1)c1cc(F)ccc1F (configuration not stated)	-1	-3	-9	-1	10	-2	2.5	-1	-0.1
Cc1ccc(C(C)(C)C)cc1S(=O)(=O)Nc1cccc(S(=O)(=O)NC2=NCCC2)c1	3	-7	4	-3	5	-5	0.0	1	0.4
COc1ccc(OCCCCc2c(C)n[nH]c2C)cc1	0	2	-3	-8	6	-1	2.7	-3	0.4
CCOc1ccccc1NC(=O)N1CCC(NC(=O)c2cccc(C)c2)CC1	1	-5	77	-1	-5	-3	2.9	2	0.1
O=C(NCCN1CCOCC1)c1cc(=O)[nH]c2ccc(Br)cc12	-1	3	-2	1	6	-7	2.4	0	0.1
C=CCn1cccc(C(=O)Nc2ccc(N(C)C)cc2)c1=O	4	4	-3	-2	-7	-18	2.5	-1	0.1
COC(=O)Nc1nnc(SCc2ccc(C)cc2)s1	-5	3	-1	-4	3	5	-6.9	-6	0.3
COc1ccc(/C=C2\SC(=O)N(CC(=O)NCCCn3ccnc3)C2=O)cc1	1	-16	13	1	7	-5	-0.2	4	0.0
COc1ccc(NC(=O)COC(=O)c2ccc(NS(=O)(=O)/C=C/c3ccccc3)cc2)cc1	-1	-12	3	1	-26	17	1.4	-1	0.1
Cc1cccc(C)c1OC(=O)Cc1ccccc1[N+](=O)[O-]	-2	-5	-8	-1	6	7	-0.3	2	-0.2
O=C(COC(=O)CNC(=O)c1ccc(Cl)c([N+](=O)[O-])c1)NNC(=O)c1ccccc1F	/	2	-1	1	5	/	4.2	/	0.0
COc1ccc(Cc2nc(C(=O)Nc3ccc(F)cc3)cs2)cc1	-2	-5	1	9	-6	6	3.2	-2	0.0
CC(=O)Nc1ccc(S(=O)(=O)NC(=O)C23CC4CC(CC(C4)C2)C3)cc1	-1	5	-9	0	0	2	-0.2	-3	0.0
[N-]=[N+]=NC1CC(CO)OC1n1ccc(=O)[nH]c1=O (configuration not stated)	1	-4	-10	0	20	-2	-1.6	-5	-0.1
Cc1ccc(Cl)cc1N1CCN(Cc2nnnn2C2CCCCC2)CC1	4	-6	-3	3	7	6	4.2	-4	0.2
Cc1nc(SCC(=O)Nc2nc3ccccc3s2)n[nH]1	2	18	-1	-2	4	-2	-1.3	-1	-0.1
Cn1c(SCc2nnc(-c3ccccc3)o2)nc2ccccc21	-6	3	/	-4	9	1	0.8	1	0.0
CNCC(=O)N1CCN(c2ncc(C(F)(F)F)cc2Cl)CC1	-5	5	-4	-7	1	-6	1.7	0	0.0
COc1ccc(NS(=O)(=O)c2cccc(C(=O)Nc3ccccc3C(=O)O)c2)cc1	-1	-7	9	-1	2	12	0.1	-3	-0.1
CCCCCC(=O)Nc1c(-c2cccs2)c(=O)c2ccccc2n1C	1	-5	4	-3	-11	1	4.3	1	-0.3
CC(=O)OCC(=O)C1=CCC2C3CCC4=CC(=O)C=CC4(C)C3(F)C(OC(C)=O)CC12C (configuration not stated)	-4	0	4	2	4	-7	2.1	1	0.0
Cc1onc(-c2ccccc2)c1C(=O)NC(C)c1ccccc1 (configuration not stated)	-1	5	-45	-6	-2	4	-1.9	2	0.0
CC(C)(C)C1CCc2[nH]nc(C(=O)O)c2C1 (configuration not stated)	-4	5	-3	1	10	12	2.2	-3	0.4
COc1cccc(-c2ncc3ccccn23)c1	0	1	-1	6	1	-7	4.5	2	0.1
NNC(=O)CSc1cccc2cccnc12	4	2	5	-1	8	-5	0.8	2	0.1
CCNc1nc(-c2cc3ccccc3o2)cs1	1	-2	-4	-2	13	-2	0.0	3	0.6
N#CCCN1CCN(S(=O)(=O)c2ccc(S(=O)(=O)NC3CCCCC3)cc2)CC1	2	-3	-7&-11	-4	12	0	1.1	2	0.1
CCOc1ccc(S(=O)(=O)N2CCN=C2c2ccccc2)c(C)c1C	-1	1	-6	-2	5	-8	2.1	-1	0.0
O=C(CSc1n[nH]c(-c2ccccc2Cl)n1)NCc1cccc(C(=O)O)c1	-7	-5	8	10	-11	-8	0.4	-2	0.6
O=C(O)c1ccc2c(c1)C(=O)/C(=C/c1ccccc1)C2=O	-2	4	-5	1	12	-29	2.0	-18	0.5
Cc1nc2c(cc1NC(=O)C(C)(C)C)nc(C)n2Cc1ccccc1	-4	0	-8	-6	-10	-1	-0.3	-2	-0.2
O=c1[nH]c(NCCCO)nc2c1C1(CCCC1)Cc1ccccc1-2	3	2	1	4	11	-5	4.9	-1	0.0
O=c1cc(C(F)(F)F)[nH]c2ccc(C(F)(F)F)cc12	-5	0	-18	0	-3	-1	-0.2	4	0.0
Cc1cc(C(=O)NNc2c(Cl)cccc2Cl)no1	0	5	-3	-1	8	3	-1.1	-4	0.0
O=C(c1cccc(S(=O)(=O)N2CCOCC2)c1)N1CCC(Cc2ccccc2)CC1	/	7	-4	-1	40	/	1.2	/	0.3
CC(C)NC(=O)c1onc(CSc2nc3ccccc3[nH]2)c1C(=O)NC(C)C	0	1	0	3	-2	-4	0.9	-2	0.0
CC1=CC(C)(C)N(C(=O)C(C)N2C(=O)c3ccccc3C2=O)c2ccc(C)cc21 (configuration not stated)	-5	-5	6	-1	5	0	2.4	-1	0.0
CSc1ccc(NS(=O)(=O)c2ccc(-n3cnnn3)cc2)cc1	0	-5	2	0	-5	9	2.1	0	-0.1
CCOc1ccc(Oc2ccccc2NC(=O)CSCC(=O)Nc2cc(C)on2)cc1	-2	2	-7	2	14	-3	1.6	0	-0.1
O=C(Nc1ccccc1C(=O)Nc1ccc(Br)cn1)c1cccc([N+](=O)[O-])c1	-1	2	12	-4	8	-4	3.9	2	0.2
COCCNC(=O)c1ccc2c(=O)n(Cc3ccco3)c(SCC(=O)Nc3ccc(OC)cc3OC)nc2c1	3	6	-3	-2	0	1	2.1	-2	-0.1
CC(=O)n1c(=O)c2ccccc2c(=O)n1-c1ccccc1	-14	4	-4	0	0	5	0.7	-2	-0.2
C/C(=N\N1CCN(c2ccc(Cl)cc2)CC1)c1cccc([N+](=O)[O-])c1	3	3	-9	-1	7	7	-0.2	0	0.0
CCC(c1nnnn1CS(=O)(=O)c1ccc(C)cc1)N1CCN(c2nc3ccccc3s2)CC1 (configuration not stated)	8	-1	-2	0	-93	5	1.1	-1	0.1
COc1ccc(/C=N/NC(=O)Cc2csc(Nc3cccc(C(F)(F)F)c3)n2)c(OC)c1	0	-7	34	3	4	23	3.1	2	-0.1
CC(=O)OC(C(=O)NCc1ccc(F)cc1)c1ccccn1 (configuration not stated)	-27	1	10	-2	2	-5	1.7	-2	-0.1
COc1ccc(C2C(C#N)=C(N)OC3=C2C(=O)CCC3)cc1OC (configuration not stated)	0	-6	-6	2	0	2	-1.1	-1	0.0
Cn1c(=O)cc(OCC(=O)NCc2ccccn2)c2ccccc21	-7	4	1	-2	4	4	0.3	-3	0.0
Cn1c(=O)oc2cc(S(=O)(=O)N3CCCC(C(=O)NCc4ccc5c(c4)OCO5)C3)ccc21 (configuration not stated)	-4	1	/	0	-1	0	3.0	1	0.0
Cc1nc2c(ncn2-c2ccccc2)c(=O)n1NC(=O)CN1CCN(C)CC1	-1	3	-4	-6	-5	-2	0.0	-2	0.0
Cc1ccc2cccnc2c1N	1	1	-4	-5	8	-3	0.8	-1	0.0
CC1=CCC(C(=O)N/N=C/c2cccs2)C(c2ccc(F)cc2)C1 (configuration not stated)	1	-5	2	-6	-2	15	7.3	-4	0.0
NS(=O)(=O)c1ccc(Nc2ccccc2)c([N+](=O)[O-])c1	-1	7	0	0	-3	-8	1.5	-5	0.0
COc1ccc(-c2nc3c(n2O)CCCC3=O)cc1OC	1	-1	-6	2	2	0	2.7	0	0.1
Cc1ccc(NC(=O)CN2C(=O)COc3ccc(C)cc32)nc1	-4	7	-3	0	15	-3	4.7	-3	-0.2

(cont.)
SMILES	Fh CTSL1 inh	LYPLA2 inh	GASC-1 inh	PP1 counter	PREPL inhibitor	core dimer inh	PP5 inh	TPT1 inhibitor	Efflux pump inh
CC(c1ccccc1)N1CCC(CNC(=S)Nc2cccc(Cl)c2)C1 (configuration not stated)	-2	2	3	1	3	-3	1.9	-3	-0.1
CC(C)(C)n1ncc2c(=O)n(CC(=O)N3CCCCCC3)cnc21	2	29*	2	0	10	-1	-1.5	-8	-0.2
O=[N+]([O-])c1ccc(O)c(C=Nc2ccc3c(c2)OCO3)c1	3	1	6	0	9	3	1.6	-1	-0.1
Cc1cc(=O)[nH]c(-n2[nH]c3c(c2=O)CCCC3)n1	0	3	13	1	3	-8	2.0	-22	-0.1
COc1cc2ccccc2cc1C(=O)Nc1ccc(Cc2ccncc2)cc1	1	-12	6	16*	0	11	5.8	0	0.5
